Source: PubChem BioAssay (several laboratories)
GalR3 antagonist: human GalR3 antagonism. HEK293 GalR3-CNG cAMP membrane potential fluorescence; galR3 body fused to GalR1 C-terminus. O60755. 360,000 tested, 0.44% active. inhibition, % at 3 µM. AID 651719;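 active means inhibition above the screen-wide average plus 3 SD, cut at about 13% in these data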;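 further: forskolin and galanin both at EC90 stimulate the cells; cAMP rise reported by CNG channel membrane potential dye signal; 0% = forskolin plus galanin with DMSO and 100% = forskolin alone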
Target sequence (O60755 1-299 limits assumed): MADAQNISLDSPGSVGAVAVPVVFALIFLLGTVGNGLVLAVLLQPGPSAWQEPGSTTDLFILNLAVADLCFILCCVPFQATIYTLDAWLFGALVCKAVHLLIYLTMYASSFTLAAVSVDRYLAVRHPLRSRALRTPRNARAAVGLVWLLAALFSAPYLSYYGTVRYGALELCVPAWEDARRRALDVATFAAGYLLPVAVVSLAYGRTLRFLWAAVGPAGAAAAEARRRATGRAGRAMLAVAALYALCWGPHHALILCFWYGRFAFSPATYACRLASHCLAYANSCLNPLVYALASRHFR
DNA FID counter: counter-screen for HCV NS3 helicase inhibitors: DNA intercalator displacement. inhibition, % at 7.9 µM. 290,000 tested, 0.17% active. DNA fluorescent intercalator displacement, fluorescence. AID 1845; in the data active means inhibition above about 37%;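 further: 0% = vehicle and 100% = reference compound; higher means more ethidium bromide displaced from hairpin DNA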
MEKK2wt PB1 HTS: raises or lowers MEK5 binding to wildtype human MEKK2 PB1 domain; 290,000 tested, 1.1% active; bead flow cytometry, Alexa488-MEK5 binding to MEKK2 WT; actives lie on both sides; Q9Y2U5; binding response (% of control), % at 10 µM; in the data active means binding response below about 67% or above about 130%
CRFBP-R2 agonist: agonists of human CRF-binding protein/CRF-R2 receptor complex | activation, % at 13.2 µM | AID 588473 | HEK293 CRF-R2/CRF-BP, calcium dye fluorescence (FLIPR); percent of saturating CRF peptide response | 350,000 tested, 0.46% active;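 active means activation of at least 50%, plus an integration ratio under a set limit after plate pattern correction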;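 further: plate controls were neutral control wells without compound for no effect and CRF at EC100 for full effect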
NS3 helicase inh: inhibitors of Hepatitis C virus NS3 helicase; NS3 helicase DNA unwinding, Cy5 molecular beacon fluorescence; inhibition, % at 10.9 µM; 290,000 tested, 0.56% active;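 active means inhibition above the mean of all tested compounds plus 3 SD, set per campaign, cut at about 35% in these data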;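 further: 0% = DMSO wells and 100% = thioflavine S control wells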
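assay system = NS3 helicase fragment of HCV | buffer or medium = MOPS pH 6.5, MgCl2, DTT, Tween20, BSA | timing = 60 min unwinding reaction at 25 °C after ATP addition | signal = Cy5 beacon fluorescence read at start and 1 h | read-out basis = % inhibition of unwinding | control set = low DMSO, high thioflavine S at 110 µM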
UBC9 SUMO inh: SUMOylation inhibition; P63279; HTRF SUMOylation assay, SAE1/SAE2 + UBC9, in vitro; inhibition, % at 35 µM; 290,000 tested, 0.36% active; AID 2006; in the data active means inhibition above about 50%, passing the limit was not always enough; further: strong numbers were not always called active
MEKK2mut PB1 HTS: signal of MEK5 binding to mutant human MEKK2 PB1 domain; percent response, % at 10 µM; AID 1530; bead flow cytometry, Alexa488-MEK5 binding to MEKK2 mutant; 290,000 tested, 0.35% active; in the data active means percent response above about 24%, passing the limit was not always enough; further: inactives centre near 1; some results filed as inactive read as strong as hits
MEKK3 PB1 HTS: modulators (inhibitors or enhancers) of MEK5 binding to human MEKK3 PB1 domain | bead-based flow cytometry, Alexa488-MEK5 binding to MEKK3; actives lie on both sides; 0 = blocked by unlabeled MEK5, 100 = vehicle | Q99759 | binding response (% of control), % at 10 µM | 290,000 tested, 1.4% active;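 active means binding response more than 3 SD above or below the average of its plate-row segment, actives on both sides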;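 further: Alexa488 bead fluorescence after subtracting the streptavidin-only scavenger bead signal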
Target sequence (Q99759 whole entry, looked up, the tested form may be a part): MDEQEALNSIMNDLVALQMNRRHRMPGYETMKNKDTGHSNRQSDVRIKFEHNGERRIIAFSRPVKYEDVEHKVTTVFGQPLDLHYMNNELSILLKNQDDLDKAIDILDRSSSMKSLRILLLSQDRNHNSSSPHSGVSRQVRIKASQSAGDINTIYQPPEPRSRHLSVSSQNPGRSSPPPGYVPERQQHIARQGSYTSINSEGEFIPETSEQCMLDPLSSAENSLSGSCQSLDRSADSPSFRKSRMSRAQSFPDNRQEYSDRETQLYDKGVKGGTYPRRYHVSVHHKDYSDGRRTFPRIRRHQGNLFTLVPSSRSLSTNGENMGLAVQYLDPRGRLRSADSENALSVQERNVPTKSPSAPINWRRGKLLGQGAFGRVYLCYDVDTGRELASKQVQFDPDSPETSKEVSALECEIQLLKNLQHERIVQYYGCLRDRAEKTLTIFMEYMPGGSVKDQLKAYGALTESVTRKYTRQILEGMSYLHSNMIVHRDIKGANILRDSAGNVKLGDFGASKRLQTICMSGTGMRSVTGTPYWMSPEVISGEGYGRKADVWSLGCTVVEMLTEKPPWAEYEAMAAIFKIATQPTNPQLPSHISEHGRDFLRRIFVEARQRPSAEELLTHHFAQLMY
CRFR2-BP antag: blocks CRF-induced signaling of the CRF-BP/CRF-R2 complex | HEK293 CRF-R2/CRF-BP, CRF-induced calcium fluorescence | inhibition, % at 11.8 µM | 350,000 tested, 0.59% active;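 active means inhibition of the ligand-induced calcium signal above about 50% at the single tested concentration, limit read from the data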
An asterisk follows results filed as active; · = no result given; [ ] = dose if it differs, or a comment.

Start of the data: the first six compounds, ahead of the listing:
SMILES | GalR3 antagonist | DNA FID counter | MEKK2wt PB1 HTS | CRFBP-R2 agonist | NS3 helicase inh | UBC9 SUMO inh | MEKK2mut PB1 HTS | MEKK3 PB1 HTS | CRFR2-BP antag
CC(C)(C)c1ccc(-c2csc(NC(=O)CN3C(=O)NC4(CCCCC4)C3=O)n2)cc1 | -1 | -7 | 99 | 0.2 | -6 | 45 | 2 | 101 | -3
COc1ccc(OC)c(NC(=S)NCCC(c2ccccc2)c2ccccc2)c1 | 1 | -4 | 117 | 0.2 | -10 | · | 5 | 111 | 25
O=C(C1=C[C@@H](c2coc3ccccc3c2=O)C[C@@H](OCc2ccc(CO)cc2)O1)N1CCN(Cc2ccc3c(c2)OCO3)CC1 | -3 | -8 | 103 | -2.3 | 1 | 16 | 2 | 94 | 0
CC(C)CC(=O)N1CCN(S(=O)(=O)c2ccc(F)cc2)CC1 | 0 | -6 | 105 | 0.5 | -1 | 23 | 5 | 105 | -9
Cc1ccc(NC(=O)c2ccc(CSc3nnc(-c4ccncc4)n3C)cc2)cc1 | 3 | -2 | 107 | -1.2 | -3 | 17 | 3 | 109 | -2
COc1ccc(Cc2nc3ccc(C(=O)N(C)CCO)cc3o2)cc1 | -5 | -7 | 105 | -1.1 | -23 | 7 | 7 | 107 | 0

The listing, from the first entry:
SMILES | GalR3 antagonist | DNA FID counter | MEKK2wt PB1 HTS | CRFBP-R2 agonist | NS3 helicase inh | UBC9 SUMO inh | MEKK2mut PB1 HTS | MEKK3 PB1 HTS | CRFR2-BP antag
CC(C)(C)c1ccc(-c2csc(NC(=O)CN3C(=O)NC4(CCCCC4)C3=O)n2)cc1 | -1 | -7 | 99 | 0.2 | -6 | 45 | 2 | 101 | -3
COc1ccc(OC)c(NC(=S)NCCC(c2ccccc2)c2ccccc2)c1 | 1 | -4 | 117 | 0.2 | -10 | · | 5 | 111 | 25
O=C(C1=C[C@@H](c2coc3ccccc3c2=O)C[C@@H](OCc2ccc(CO)cc2)O1)N1CCN(Cc2ccc3c(c2)OCO3)CC1 | -3 | -8 | 103 | -2.3 | 1 | 16 | 2 | 94 | 0
CC(C)CC(=O)N1CCN(S(=O)(=O)c2ccc(F)cc2)CC1 | 0 | -6 | 105 | 0.5 | -1 | 23 | 5 | 105 | -9
Cc1ccc(NC(=O)c2ccc(CSc3nnc(-c4ccncc4)n3C)cc2)cc1 | 3 | -2 | 107 | -1.2 | -3 | 17 | 3 | 109 | -2
COc1ccc(Cc2nc3ccc(C(=O)N(C)CCO)cc3o2)cc1 | -5 | -7 | 105 | -1.1 | -23 | 7 | 7 | 107 | 0
CCOc1ccccc1CNS(=O)(=O)c1csc(C(N)=O)c1 | 7 | 2 | 96 | -1.0 | 2 | -1 | -6 | 98 | 15
COC(=O)c1ccc(OC)c(CSc2nnc(-c3ccc(C(C)(C)C)cc3)o2)c1 | 2 | -3 | 89 | 2.2 | -1 | -29 | -2 | 97 | -16
O=C(Nc1ccc([N+](=O)[O-])cc1)C1CC12CCC2 (centres undefined) | -2 | 2 | 102 | 3.0 | 15 | 1 | -4 | 103 | 2
Cc1ccc(C2C(C=Nc3c(C)n(C)n(-c4ccccc4)c3=O)=C(c3ccccc3)Oc3ccccc32)cc1 (centres undefined) | -1 | -8 | 109 | -0.7 | 1 | 9 | 10 | 109 | 9
CCC(Oc1ccccc1)C(=O)Nc1ccc(S(=O)(=O)Nc2ncccn2)cc1 (centres undefined) | 0 | -27 | 102 | 0.1 | 30 | 8 | 0 | 100 | -3
CCCc1[nH]nc2c1C(c1ccc(O)cc1OCC)C(C#N)=C(N)O2 (centres undefined) | -2 | 4 | 101 | -1.2 | 9 | -3 | 6 | 102 | -3
CCOC(=O)CSc1nc2ccc(NC(C)=O)cc2s1 | -10 | -1 | 109 | -0.2 | 1 | -3 | 1 | 109 | 17
CCCS(=O)(=O)N1CCN(c2ccccn2)CC1 | 2 | 2 | 82 | 0.0 | -1 | 7 | -13 | 77 | 3
C=CCn1c(COc2ccc(Cl)cc2)nnc1SCC(=O)N/N=C/c1ccccc1 | 0 | -12 | 102 | 0.0 | 5 | -14 | 1 | 99 | 3
N#CC1=C(N)N(c2ccc(F)cc2)C(=O)C1 | -3 | 6 | 91 | 1.4 | 3 | -15 | -5 | 90 | 16
CC(=O)c1ccc(NS(=O)(=O)c2ccc3c(c2)N(C(C)=O)CCO3)cc1 | -1 | -9 | 103 | -1.3 | -9 | 7 | 4 | 104 | -8
CC1CC(C)CN(S(=O)(=O)c2ccc(NC(=O)C3CC(=O)N(Cc4ccccc4)C3)cc2)C1 (centres undefined) | -2 | -42 | 96 | -0.6 | -19 | -3 | -5 | 102 | -15
CCOC(=O)c1cc(CC)sc1/N=C/c1c(O)ccc2ccccc12 | -1 | 6 | 73 | 1.8 | 7 | 3 | 0 | 89 | -4
CCCCNC(=O)C1CCC(CNS(=O)(=O)c2ccc(NC(C)=O)cc2)CC1 (centres undefined) | -11 | -14 | 94 | 2.6 | -2 | -11 | -2 | 95 | 19
COc1cc(C)ccc1OCCCCNCc1ccccc1 | -11 | 5 | 108 | -1.5 | -4 | 3 | 3 | 104 | -4
O=C(NCc1cccnc1)C1c2ccccc2C(=O)N1C1CCCC1 (centres undefined) | 3 | -2 | 108 | -0.8 | -3 | 10 | 2 | 104 | -1
O=C(NC1CCCC1)C1CCN(S(=O)(=O)c2cccc3cccnc23)CC1 | 4 | -4 | 113 | -0.2 | -1 | 14 | 5 | 109 | 4
Cc1ccc(S(=O)(=O)N2Cc3ccccc3CC2C(=O)Nc2ccc3c(c2)OCO3)cc1 (centres undefined) | -5 | -11 | 104 | 2.4 | -1 | -1 | 2 | 104 | 9
CCOc1ccc(Nc2ccc(C(=O)O)cc2[N+](=O)[O-])cc1 | -5 | -11 | 107 | 0.5 | 12 | 22 | 8 | 106 | 24

(further entries)
SMILES | GalR3 antagonist | DNA FID counter | MEKK2wt PB1 HTS | CRFBP-R2 agonist | NS3 helicase inh | UBC9 SUMO inh | MEKK2mut PB1 HTS | MEKK3 PB1 HTS | CRFR2-BP antag
Cc1cccc(C)c1NC(=O)COC(=O)Cc1ccsc1 | -6 | -2 | 98 | -1.7 | 1 | -5 | -1 | 96 | -9
COc1ccc(N2C(=O)NC3CC2(C)Oc2ccc(Cl)cc23)cc1OC (centres undefined) | -7 | -30 | · | -1.1 | 6 | 27 | · | · | 11
COCC(C)NC(=O)Cn1c(SCc2ccccc2)nc2ccccc21 (centres undefined) | -4 | -22 | 98 | -0.8 | 15 | 10 | 2 | 97 | -1
CCCCNCCOCCOc1ccc(C)cc1Br | -4 | 12 | 109 | 1.2 | -26 | 1 | 1 | 100 | 5
O=[N+]([O-])c1ccc(C2=NN(CCO)C(=Nc3ccc(OC(F)(F)F)cc3)SC2)cc1 | -7 | -2 | 97 | 2.5 | -17 | -27 | -3 | 97 | -2
CS(=O)(=O)Nc1ccc(C(=O)Nc2ccc(S(=O)(=O)Nc3nccs3)cc2)cc1 | -3 | -11 | 98 | -1.1 | 4 | 10 | -1 | 103 | 1
CCOC(=O)C1C2C=CC(CC2)N1c1ccccc1 (centres undefined) | -3 | · | 109 | -2.4 | · | · | 3 | 105 | 0
Cc1ccc(C(CCN(Cc2ccccc2)C(=O)c2ccco2)c2ccco2)cc1 (centres undefined) | -6 | -53 | 90 | 2.6 | 54* | 21 | -3 | 95 | -15
CC1CCCN(C(=O)C2CCN(CCCc3ccccc3)CC2)C1 (centres undefined) | -3 | 7 | 98 | 0.7 | 5 | 16 | -5 | 79*[inhibitor] | -4
O=C(NCc1ccncc1)Nc1cc(Cl)ccc1Cl | 2 | 4 | 108 | -2.4 | -5 | 8 | 6 | 103 | -8
O=c1c2ccccc2[nH]c(=S)n1CCCN1CCN(c2ccccc2F)CC1 | -6 | -9 | 110 | -0.6 | -34 | 11 | 11 | 107 | -18
Cc1ccc(NC(=O)C(Nc2ccccc2)c2ccccc2)cc1 (centres undefined) | -1 | -12 | 100 | -0.9 | -1 | 5 | -1 | 101 | 9
Cc1cc(C)n(CCC(=O)N/N=C/c2ccc(Cl)c([N+](=O)[O-])c2)n1 | -2 | -14 | 101 | 0.3 | -1 | 12 | 5 | 98 | 6
Cc1ccc(C(=O)Nc2ccc(N3CCN(S(C)(=O)=O)CC3)cc2)cc1C | -5 | -1 | 88 | 2.0 | -15 | 14 | -14 | 92 | -4
CN(C)c1cc(-c2ccc(Cl)c(Cl)c2)oc(=O)c1Cl | 2 | -1 | 91 | 0.4 | 7 | 24 | -8 | 88 | -6
COc1ccc(N2CCN(c3nc4c(c(=O)n(C)c(=O)n4C)n3Cc3ccccc3)CC2)cc1 | 5 | -33 | 95 | 0.6 | -10 | 1 | -2 | 96 | -67
CCC(CC)C(=O)N1CC(=O)Nc2ccc(C)cc2C1c1ccccc1 (centres undefined) | -11 | -32 | 99 | 0.7 | -3 | 6 | 0 | 100 | -7
O=C(NCc1ccccn1)Nc1cccc(F)c1 | -1 | 1 | 109 | -0.7 | 4 | 11 | 8 | 102 | 1
O=C(Nc1ccccn1)C1CCN(S(=O)(=O)c2cccs2)CC1 | 1 | -7 | 94 | -1.6 | -11 | 18 | -6 | 98 | -3
COc1ccc(CNc2ccccc2)cc1Br | -1 | 2 | 101 | -0.8 | -8 | 14 | -2 | 95 | 13
O=C(Cn1cccc1)Nc1ccc(F)cc1F | -5 | 2 | 94 | -2.1 | -5 | 7 | 7 | 100 | 12
Cc1nnc(SCC(=O)N2CCc3ccccc32)s1 | 0 | -3 | 102 | -1.5 | -6 | 17 | 5 | 102 | 8
COc1ccc(NC(=O)CSc2c3c(nc4cc(Cl)ccc24)CCCC3)cc1OC | 4 | -9 | 97 | -0.2 | -6 | -8 | -1 | 97 | -6

Some of the compounds tested; rates above refer to the full screens.
